Assay outcomes as filed in PubChem.
NPY-Y2 PAM-ag: NPY-Y2 potentiators or agonists, primary screen, cell-based; Neuropeptide Y receptor type 2 (Homo sapiens), P49146; activation, % at 3.6 µM; cells expressing NPY-Y2, potentiator/agonist read-out; AID 1359, 2008; actives 0.45% (n = 220,000); in the data active means activation above about 27%;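 further: cells stimulated with NPY near EC25 plus isoproterenol at EC100; 0% = vehicle plus submaximal agonist and 100% = vehicle plus saturating agonist; some results beyond the cut were filed as inactive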
Target sequence (P49146 whole entry, looked up): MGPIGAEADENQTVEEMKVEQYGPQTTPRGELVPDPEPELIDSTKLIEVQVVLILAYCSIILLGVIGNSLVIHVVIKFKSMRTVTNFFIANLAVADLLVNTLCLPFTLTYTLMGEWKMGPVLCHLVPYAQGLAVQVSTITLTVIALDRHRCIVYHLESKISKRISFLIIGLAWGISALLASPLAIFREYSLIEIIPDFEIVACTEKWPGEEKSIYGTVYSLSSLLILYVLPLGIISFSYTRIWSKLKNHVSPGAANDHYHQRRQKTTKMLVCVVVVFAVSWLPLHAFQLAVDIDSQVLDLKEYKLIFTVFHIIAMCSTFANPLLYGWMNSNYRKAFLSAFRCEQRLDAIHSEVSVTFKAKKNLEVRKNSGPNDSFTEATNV
NPY-Y1 antag: NPY-Y1 receptor antagonists, primary screen, cell-based | Neuropeptide Y receptor type 1 (Homo sapiens), P25929 | inhibition, % at 3.6 µM | HEK293-CNG Y1 cells, membrane potential fluorescence; NPY at EC95, then isoproterenol | actives 1% (n = 200,000);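 active means inhibition above the campaign mean inhibition of all tested compounds plus 3 SD, cut at about 20% in these data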;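 further: 0% = DMSO wells given NPY plus isoproterenol and 100% = isoproterenol alone without NPY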
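Material: HEK293 cells with Y1 receptor plus CNG channel; times: compound incubation 1 h at room temperature, readout 45 min post-stimulation; signal: fluorescence, membrane potential probe; read-out basis: fluorescence ratio normalized to % inhibition between controls; benchmarks: full-block control isoproterenol-only wells, zero-block control NPY plus isoproterenol wells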
NPY1 pot ag: NPY-Y1 receptor potentiators or agonists, primary screen, cell-based. Neuropeptide Y receptor type 1 (Homo sapiens), P25929. NPY-Y1 expressing cells, potentiator/agonist activation. activation, % at 3.6 µM. actives 0.37% (n = 220,000). AID 1304, 2008; in the data active means activation above about 33%, passing the limit was not always enough;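 further: cells stimulated with NPY at EC10 then isoproterenol at EC100; 0% = low agonist plus stimulus and 100% = saturating agonist plus stimulus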
Ba/F3 V617F tox: reduced viability of JAK2V617F-dependent Ba/F3 cells, primary screen, JAK2V617F inhibitor project, cell-based, Ba/F3 EpoR-JAK2V617F, luminescence | actives 1.1% (n = 220,000) | ATP luminescence | inhibition, % at 5.6 µM | AID 1446, 2008;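 active means inhibition above the campaign mean plus 3 SD over all tested compounds, cut at about 24% in these data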;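 further: cytokine-independent growth of Ba/F3 cells driven by EpoR plus mutant JAK2; 0% = DMSO-treated cells and 100% = JAK inhibitor I control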
BaF3 parental: parental Ba/F3 cell viability inhibition, counter-screen for JAK2V617F inhibitor project, murine pro-B, CellTiter-Glo luminescence; CellTiter-Glo ATP luminescence; inhibition, % at 5.6 µM; actives 1.1% (n = 220,000);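 active means inhibition above a per-campaign cutoff, the mean inhibition of all tested compounds plus 3 SD, cut at about 27% in these data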;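 further: 0% = DMSO wells and 100% = JAK Inhibitor I control wells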
S1P4 ag: S1P4 receptor agonists, primary screen, cell-based; S1P4-expressing cell line, agonist reporter assay; activation, % at 4.98 µM; actives 0.35% (n = 220,000); in the data active means activation above about 11%;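 further: 0% = DMSO vehicle and 100% = reference agonist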
Target sequence (O95977 whole entry, looked up): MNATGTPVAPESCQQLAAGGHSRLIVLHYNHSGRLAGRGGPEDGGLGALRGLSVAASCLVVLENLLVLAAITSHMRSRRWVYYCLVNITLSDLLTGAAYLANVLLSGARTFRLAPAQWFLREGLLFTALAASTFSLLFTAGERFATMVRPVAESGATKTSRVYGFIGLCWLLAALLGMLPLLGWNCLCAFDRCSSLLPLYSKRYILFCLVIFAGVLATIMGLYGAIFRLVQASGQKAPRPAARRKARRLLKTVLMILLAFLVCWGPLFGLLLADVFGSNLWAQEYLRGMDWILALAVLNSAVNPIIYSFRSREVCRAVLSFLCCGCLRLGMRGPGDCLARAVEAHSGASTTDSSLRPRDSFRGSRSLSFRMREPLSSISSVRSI
Runt-CBFb FRET: inhibitors of RUNX1 Runt–CBFb binding, primary screen, biochemical, FRET, Cerulean-Runt, Venus-CBFb, uHTS | Cerulean-Runt/Venus-CBFb FRET ratio 530/480, 1 h | actives 0.46% (n = 220,000) | inhibition, % at 20 µM | Runt-related transcription factor 1 (Homo sapiens) + Core-binding factor subunit beta …;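 active means inhibition over about 50% at 20 µM in the single-dose screen, limit read from the data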;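 further: 0% = DMSO wells and 100% = excess unlabeled CBFb competitor control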
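Buffer or medium: Tris pH 7.5 buffer with BSA. Assay system: Cerulean-labeled Runt domain protein. Amount: each fluorescent fusion protein 100 nM. Read-out basis: loss of energy transfer signal. Incubation: 1 h compound exposure, room temperature. Probe or stimulus: Venus-CBFb binding partner, 100 nM. Detection: FRET, excitation 422 nm, emission at 530 and 480 nm.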
RBBP9 inh: human RBBP9 inhibitors, primary screen, biochemical, fluorescence polarization, FP-Rh probe, HTS; Serine hydrolase RBBP9 (Homo sapiens), O75884; recombinant RBBP9; inhibition, % at 7.94 µM; actives 0.2% (n = 220,000); AID 1515, 2009;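 active means inhibition above the campaign mean of all tested compounds plus 3 SD, cut at about 14% in these data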;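 further: plate controls were DMSO wells with RBBP9 for no effect and wells lacking RBBP9 protein for full effect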
Target sequence (O75884 whole entry, looked up): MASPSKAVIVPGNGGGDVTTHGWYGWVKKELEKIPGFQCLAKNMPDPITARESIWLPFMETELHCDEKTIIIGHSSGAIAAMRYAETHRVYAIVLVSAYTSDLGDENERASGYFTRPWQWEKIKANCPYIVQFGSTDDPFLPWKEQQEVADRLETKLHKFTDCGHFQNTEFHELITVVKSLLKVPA
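Controls: DMSO-treated enzyme wells and wells lacking RBBP9 | Material: RBBP9 protein | Technique: Fluorescence polarization | Replication: Single well per compound, no replicates | Buffer or medium: Tris-NaCl-Pluronic buffer, pH 8.0 | Timing: 30 min compound preincubation, 45 min probe labeling, 25 °C | Read-out basis: Percent inhibition from mP, scaled between DMSO and no-protein wells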
S1P4 antagonist: S1P4 receptor antagonists, primary screen, cell-based; actives 0.26% (n = 220,000); Sphingosine 1-phosphate receptor 4 (Homo sapiens), O95977; S1P4-expressing cells, antagonist mode, reporter read-out; inhibition, % at 4.98 µM; in the data active means inhibition above about 29%;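 further: 0% = wells stimulated with agonist and 100% = vehicle wells without agonist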
* marks the source's active call; other numbers are inactive results; . = no result given.

SMILES	NPY-Y2 PAM-ag	NPY-Y1 antag	NPY1 pot ag	Ba/F3 V617F tox	BaF3 parental	S1P4 ag	Runt-CBFb FRET	RBBP9 inh	S1P4 antagonist
Cc1ccc(NC(=O)C2CC(=O)n3c(nc4ccccc43)N2)cc1Cl (configuration not stated)	-12	-7	-9	-1	3	-1.0	-2	1	-20
CCOC(=O)N1CCC(N2Cc3cccc(C(=O)Nc4cc(F)ccc4F)c3C2=O)CC1	11	-3	4	-4	4	1.4	-8	-7	-14
COc1ccc(CC(=O)Nc2nccs2)cc1OC	10	1	-12	-1	2	2.2	-2	1	-10
CN(CC(=O)NCc1ccc(Cl)cc1)S(=O)(=O)c1cccc2cccnc12	2	12	-5	0	3	-0.5	2	-6	2
Cc1cc(N2CCN(S(=O)(=O)Cc3ccccc3)CC2)n2ncnc2n1	8	3	8	0	4	0.8	-2	-4	-11
COc1cc(/C=N/NC(=O)c2cccnc2)ccc1OCC(=O)N1CCOCC1	9	-4	-18	-1	3	0.4	1	-7	-19
COc1ccccc1OCC(=O)Nc1ccc(S(=O)(=O)N2CCN(C)CC2)cc1	-2	9	11	-2	8	-0.9	2	-5	-2
O=S(=O)(NCc1cn2ccsc2n1)c1cccs1	14	5	8	-5	-1	-0.8	-2	-3	-39
COc1ccc(OC)c(/C=C/C(=O)N(C)CC(=O)Nc2cc(C)ccc2C)c1	13	1	-12	-3	-1	-0.7	-6	-4	-8
COc1ccc(NC(=O)CSc2nc3c([nH]c4ccccc43)c(=O)n2C)cc1	6	2	-3	0	5	-0.9	-2	-4	-12
CCOc1ccc2nc(NS(C)(=O)=O)sc2c1	-18	7	-3	4	6	0.5	1	-3	-15
CC(Cc1ccccc1)N/C=C1/CC(=O)NC1=O (configuration not stated)	-3	-3	2	2	1	2.2	0	-5	-28
c1ccc(-c2cn3c(n2)CCC3)cc1	7	2	-4	0	3	-2.3	1	-9	-8
CCn1cc([C@@H]2C[C@H]3CN(Cc4cccc(Cl)c4)C(=O)[C@]34CCCN24)cn1	-1	1	-10	-3	0	1.3	0	5	-11
Cc1ccc2nc(N3CCN(C=O)CC3)nc(-c3ccccc3)c2c1	0	5	-4	0	7	2.3	14	-5	11
CCOC(=O)c1c(NC(=O)CC2SC(N)=NC2=O)sc2c1CCC(C)C2 (configuration not stated)	5	0	-20	-1	7	-1.6	-4	-3	-5
Cc1ccc(O)c(C(=O)c2cc(C#N)c3nc4ccccc4n3c2)c1	9	1	10	0	5	-0.5	-21	0	0
CCCC(=O)C1=C(O)C(C(=O)OC)C(C)(C)CC1=NCCCCCC(=O)O (configuration not stated)	-19	.	-13	0	-3	-0.8	1	-3	11
ClC(Cl)(Cl)c1nc(N/N=C/c2ccncc2)c2ccccc2n1	3	-5	13	-2	11	1.0	1	-6	10
CSc1ncccc1C(=O)OCC(=O)c1cccc(Br)c1	-2	-2	-7	0	3	-0.7	1	-1	1
CC(C(=O)NCC1(c2ccccc2)CCCC1)N1CCCC1 (configuration not stated)	3	5	-4	-1	1	1.7	1	-7	14
COc1ccc(N(C)S(=O)(=O)c2ccc3c(c2)oc(=O)n3C)cc1	-1	1	-7	2	1	0.2	2	-8	-11
COc1ccc(/C=C(\C#N)C(=O)NC2CCS(=O)(=O)C2)cc1OC (configuration not stated)	-3	-6	-28	-2	5	1.0	2	-3	-11
COc1ccc(CNC(=O)CCc2nc3cc(S(=O)(=O)N(C)C)ccc3n2C)cc1OC	-2	0	-2	-4	-4	-1.0	0	8	2
COc1cccc(CC(NC(C)=O)C(=O)NC2CCN(c3nnnn3-c3ccccc3)CC2)c1OC (configuration not stated)	-1	4	-6	1	5	-0.6	-2	-2	-8
O=C(CN1C(=O)CC(c2ccco2)Sc2ccccc21)NC1CCCCC1 (configuration not stated)	-8	-1	16	-4	1	-0.9	-2	0	15
CCOC(=O)c1ccc(CS(=O)c2ccc(Cl)cc2)o1 (configuration not stated)	16	-1	-2	-3	2	1.5	.	-1	-15
Clc1ccc(/C=N/Nc2nn[nH]n2)cc1	-2	4	1	0	-2	0.9	3	1	-7
Nc1nc(Nc2ccccc2)nc(N2CCOCC2)c1[N+](=O)[O-]	6	-2	-3	-1	5	-2.5	-3	-5	-7
N#CC1=C2C=Cc3ccccc3N2CCCC1=O	9	1	23	-3	5	0.4	4	0	-10
O=C(O)c1cccc(Nc2nc(N3CCOCC3)nc(N3CCOCC3)n2)c1	6	5	7	-1	11	2.3	1	-7	-10
CC(C)c1ccc(NC(=S)NNC(=O)c2cccs2)cc1	6	4	2	-2	2	1.4	3	-8	-2
CN1CCN(NC(=O)c2cc(Br)ccc2Cl)CC1	13	-1	6	-1	0	1.4	0	-7	-4
CCOC(=O)Cn1c(=O)c(-c2ccccc2NCc2ccccc2)nc2ccccc21	-16	0	-25	-1	4	1.0	.	-7	-16
CC(C)=C(C#N)c1nc2ccccc2s1	1	-2	2	1	-3	0.2	0	-14	0
CC(C)(C)c1ccc(SCCc2ccccn2)cc1	-14	.	1	-3	0	-0.5	-5	-10	-3
COc1ccccc1NC(=S)c1ccccc1	2	4	-24	-3	6	1.1	34	-6	0
Cc1ccc(O)c(C2=Nc3ccccc3N=C(c3ccco3)C2)c1	-11	6	10	-2	3	-1.1	-5	-6	0
COc1ccc(CNC(=O)C(NC(C)=O)C(=O)Nc2ccc(C(C)C)cc2)cc1 (configuration not stated)	1	-1	-8	-2	1	0.2	-1	-4	1
Cc1ccc(NC(=O)C2CCN(S(=O)(=O)c3cccc4nonc34)CC2)nc1	3	-7	16	-4	-1	-2.2	-1	-10	-26

Nothing new here: an excerpt of the list.
SMILES	NPY-Y2 PAM-ag	NPY-Y1 antag	NPY1 pot ag	Ba/F3 V617F tox	BaF3 parental	S1P4 ag	Runt-CBFb FRET	RBBP9 inh	S1P4 antagonist
CC(C(=O)NCC1(c2ccccc2)CCCC1)N1CCCC1 (configuration not stated)	3	5	-4	-1	1	1.7	1	-7	14
COc1ccc(N(C)S(=O)(=O)c2ccc3c(c2)oc(=O)n3C)cc1	-1	1	-7	2	1	0.2	2	-8	-11
COc1ccc(/C=C(\C#N)C(=O)NC2CCS(=O)(=O)C2)cc1OC (configuration not stated)	-3	-6	-28	-2	5	1.0	2	-3	-11
COc1ccc(CNC(=O)CCc2nc3cc(S(=O)(=O)N(C)C)ccc3n2C)cc1OC	-2	0	-2	-4	-4	-1.0	0	8	2
COc1cccc(CC(NC(C)=O)C(=O)NC2CCN(c3nnnn3-c3ccccc3)CC2)c1OC (configuration not stated)	-1	4	-6	1	5	-0.6	-2	-2	-8
O=C(CN1C(=O)CC(c2ccco2)Sc2ccccc21)NC1CCCCC1 (configuration not stated)	-8	-1	16	-4	1	-0.9	-2	0	15
CCOC(=O)c1ccc(CS(=O)c2ccc(Cl)cc2)o1 (configuration not stated)	16	-1	-2	-3	2	1.5	.	-1	-15
Clc1ccc(/C=N/Nc2nn[nH]n2)cc1	-2	4	1	0	-2	0.9	3	1	-7
Nc1nc(Nc2ccccc2)nc(N2CCOCC2)c1[N+](=O)[O-]	6	-2	-3	-1	5	-2.5	-3	-5	-7
N#CC1=C2C=Cc3ccccc3N2CCCC1=O	9	1	23	-3	5	0.4	4	0	-10
O=C(O)c1cccc(Nc2nc(N3CCOCC3)nc(N3CCOCC3)n2)c1	6	5	7	-1	11	2.3	1	-7	-10
CC(C)c1ccc(NC(=S)NNC(=O)c2cccs2)cc1	6	4	2	-2	2	1.4	3	-8	-2
CN1CCN(NC(=O)c2cc(Br)ccc2Cl)CC1	13	-1	6	-1	0	1.4	0	-7	-4
CCOC(=O)Cn1c(=O)c(-c2ccccc2NCc2ccccc2)nc2ccccc21	-16	0	-25	-1	4	1.0	.	-7	-16
CC(C)=C(C#N)c1nc2ccccc2s1	1	-2	2	1	-3	0.2	0	-14	0
CC(C)(C)c1ccc(SCCc2ccccn2)cc1	-14	.	1	-3	0	-0.5	-5	-10	-3
COc1ccccc1NC(=S)c1ccccc1	2	4	-24	-3	6	1.1	34	-6	0

More results:
SMILES	NPY-Y2 PAM-ag	NPY-Y1 antag	NPY1 pot ag	Ba/F3 V617F tox	BaF3 parental	S1P4 ag	Runt-CBFb FRET	RBBP9 inh	S1P4 antagonist
COC(=O)c1ccc(NC2=CC(=O)CC(C)(C)C2)cc1	5	0	-3	-5	-1	1.6	-2	5	0
Cc1cc(OCc2nc(-c3cccnc3)no2)c(C)cc1Br	4	-3	-7	-2	5	1.6	2	7	-2
CCn1ncc2c(OCc3ccc(C#N)cc3)cc(C)nc21	-1	0	-16	-1	7	-1.3	-4	-8	-17
O=C(NN1C(=O)c2ccccc2NC1c1ccc([N+](=O)[O-])o1)c1ccccc1 (configuration not stated)	1	2	7	-1	-1	-2.1	.	1	-9
O=C(CSc1nc2c(cnn2-c2ccccc2)c(=O)[nH]1)N1CCCCC1	-11	.	0	0	2	-0.3	0	7	-1
O=C1c2ccccc2C(=O)N1Cc1cc(-c2ccc(Cl)cc2)no1	-7	6	0	-4	4	-0.2	.	-4	-11
O=C(Nc1cccc2nsnc12)c1ccc(-c2ccc(Br)cc2)o1	-5	0	4	0	6	1.2	26	-4	0
Cc1cc(C)n(CC(=O)n2c3c(c4ccccc42)CCCC3)n1	-5	0	-5	-3	3	0.2	-3	-3	-10
